Screening data (PubChem BioAssay)
PLK1 PBD inh: qHTS for Inhibitors of PLK1-PDB (polo-like kinase 1 - polo-box domain): Primary Screen; 360,000 tested, 2.8% active; Potency, µM, for the others: max response, negative = inhibition, hits mostly inhibitors; Serine/threonine-protein kinase PLK1 (Homo sapiens), P53350; Plk1 PBD binding of FITC phosphopeptide, fluorescence polarization; also: potency is read from the fitted curve at half-maximal effect; series mostly up to about 57 µM; % is scaled to controls: 0 for no effect and ±100 for the full control effect; nearly all actives have a fitted effect of over 65% in size
Target sequence (P53350 whole entry, looked up, the tested form may be a part): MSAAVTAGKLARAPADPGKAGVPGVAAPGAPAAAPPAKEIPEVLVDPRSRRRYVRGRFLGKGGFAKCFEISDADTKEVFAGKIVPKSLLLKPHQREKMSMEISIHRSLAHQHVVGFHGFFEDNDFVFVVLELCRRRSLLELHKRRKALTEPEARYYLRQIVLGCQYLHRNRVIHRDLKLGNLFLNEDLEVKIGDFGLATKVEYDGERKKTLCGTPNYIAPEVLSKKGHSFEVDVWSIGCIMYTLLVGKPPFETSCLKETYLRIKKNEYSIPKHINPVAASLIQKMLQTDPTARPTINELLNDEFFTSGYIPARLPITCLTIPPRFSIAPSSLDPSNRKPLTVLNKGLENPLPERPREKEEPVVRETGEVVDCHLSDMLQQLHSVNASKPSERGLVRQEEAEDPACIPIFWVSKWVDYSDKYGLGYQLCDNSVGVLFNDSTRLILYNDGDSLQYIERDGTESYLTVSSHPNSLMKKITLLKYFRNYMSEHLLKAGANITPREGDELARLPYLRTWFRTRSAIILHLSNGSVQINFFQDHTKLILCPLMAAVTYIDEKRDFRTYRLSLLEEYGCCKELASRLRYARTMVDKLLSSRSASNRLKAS
GLP1R cytotox: qHTS of GLP-1 Receptor Inverse Agonists: Cytotox Screen; 410,000 tested, 0.13% active; HEK293 cAMP-luciferase reporter cells, luminescence, 24 h; Potency, µM (top dose mostly 38.3 µM), without a hit: at the highest dose activity change, negative = inhibition, actives largely listed as inhibitors;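 also: loss of luciferase light is scored as toxicity; potency is read from the fitted curve at half-maximal effect; % is scaled to controls: 0 for no effect and ±100 for the full control effect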
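To flag toxic compounds, the library was rerun on cells for 24 hr at 37 deg C and 5% CO2. Viability-linked luminescence was captured 12 min after adding luciferase detection reagent.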
DRD3 antagonist: qHTS of D3 Dopamine Receptor Antagonist: qHTS; D3R cells, DiscoveRx beta-arrestin luminescence, antagonist mode; hits give low values; 360,000 tested, 2.5% active; max response, negative = inhibition, %; D(3) dopamine receptor (Homo sapiens), P35462; in the data active = max response below about -50%; inconclusive = no clear call, values can overlap the other calls; also: % is scaled to controls: 0 for no effect and ±100 for the full control effect; mostly tested at two doses, the higher about 12 µM
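Cells expressing the human receptor were seeded at 1500 cells/well, incubated overnight at 37 degrees C in 5% CO2, then exposed to library compounds with dopamine controls for 90 minutes at 37 degrees C before luminescent detection.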
PI5P4Ka inh: qHTS for Inhibitors of phosphatidylinositol 5-phosphate 4-kinase (PI5P4K); Phosphatidylinositol 5-phosphate 4-kinase type-2 alpha (Homo sapiens), P48426; PI5P4Kalpha enzyme, ADP-Glo luminescence, 60 min; hits give low values; max response, %; 330,000 tested, 1.2% active; AID 652105, 2013; active = max response of -50% or lower; inconclusive = between -30% and -50%; inactive = -30% or higher; also: value at the top dose of about 77 µM; % is scaled to controls: 0 for no effect and ±100 for the full control effect
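PI5P4Kalpha ADP-Glo assay; 5 microM ATP final; 60 min RT reaction; HEPES pH 7.4/EGTA/CHAPS, 5% DMSO; controls lacking substrate or enzyme; luminescent end-point.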
GLP-1R agonist: qHTS of GLP-1 Receptor Agonists; AID 624172, 2012; 380,000 tested, 0.007% active; Glucagon-like peptide 1 receptor (Homo sapiens), P43220; Potency, µM (titrated, usually from 45.6 µM), inactives show at the top dose activation, most hits filed as activators; HEK293 GLP-1R CRE-luciferase, luminescence, 4-6 h; cells express a hypersensitive GLP-1R form; also: potency is read from the fitted curve at half-maximal effect; % of control where 0% means no effect
Target sequence (P43220 whole entry, looked up): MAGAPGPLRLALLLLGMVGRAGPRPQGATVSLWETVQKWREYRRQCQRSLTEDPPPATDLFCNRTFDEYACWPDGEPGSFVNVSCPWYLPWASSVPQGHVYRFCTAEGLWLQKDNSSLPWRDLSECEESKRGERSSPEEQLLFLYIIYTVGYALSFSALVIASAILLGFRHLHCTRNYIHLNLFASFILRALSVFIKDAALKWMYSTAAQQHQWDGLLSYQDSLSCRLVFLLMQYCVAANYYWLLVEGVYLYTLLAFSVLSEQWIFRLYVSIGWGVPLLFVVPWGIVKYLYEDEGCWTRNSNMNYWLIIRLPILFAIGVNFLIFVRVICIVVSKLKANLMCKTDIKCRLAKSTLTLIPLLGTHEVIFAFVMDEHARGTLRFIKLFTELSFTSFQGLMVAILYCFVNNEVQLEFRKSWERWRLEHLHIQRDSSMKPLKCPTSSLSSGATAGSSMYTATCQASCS
WRN helicase inh: qHTS for Inhibitors of WRN Helicase | Potency, µM (top dose mostly 114 µM), inactives show top-dose activity change, negative = inhibition, actives largely listed as inhibitors | Bifunctional 3'-5' exonuclease/ATP-dependent helicase WRN (Homo sapiens), Q14191 | 360,000 tested, 0.46% active | WRN helicase unwinding, fluorescent forked duplex, kinetic; also: potency is read from the fitted curve at half-maximal effect; % is scaled to controls: 0 for no effect and ±100 for the full control effect; nearly all actives have a fitted effect of over 55% in size
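Fluorescence dequenching readout, ex 525 nm/em 598 nm, kinetic mode: forked duplex DNA (100 nM final) with adjacent fluorophore and quencher unwound by WRN (20 nM final) with 2 mM ATP. Compound preincubation 15 min, room temperature.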
GLP1R inv ag: qHTS of GLP-1 Receptor Inverse Agonists (Inhibition Mode); Glucagon-like peptide 1 receptor (Homo sapiens), P43220; HEK293 GLP-1R CRE-luciferase, luminescence, 24 h; GLP-1R form is constitutively active; 410,000 tested, 1.6% active; Potency, µM (series often up to 38.3 µM), for inactives: at the highest dose activity change, negative = inhibition, hits mostly inhibitors; also: potency is read from the fitted curve at half-maximal effect; % is scaled to controls: 0 for no effect and ±100 for the full control effect; nearly all actives have a fitted effect of over 55% in size
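Inverse agonism was detected as reduced cAMP-driven luciferase luminescence after 24 h compound treatment. The cells were HEK293 clones expressing constitutively active human GLP-1R with the reporter. Reporter-only and GPR119 cell lines served as counterscreen controls.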
IL2 activator: qHTS of IL-2 Activators | AID 652025, 2013 | IL-2 activation reporter assay, cell-based qHTS; stimulated with anti-CD3/CD4/CD28 beads; in transgenic mouse T cells | 360,000 tested, 0.065% active | activation, % (series mostly up to about 46 µM); in the data active = activation above about 50%; inconclusive = mostly about 30% to 49%; also: 0% is about no effect
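Unstimulated transgenic mouse T cells preincubated 60 min with compound, then stimulated with anti-CD3/anti-CD4-coated beads plus anti-CD28 for 18 h at 37 degrees C. IL-2 response read as EGFP and DsRed fluorescence by plate cytometry.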
D3 ag: qHTS of D3 Dopamine Receptor Agonist: qHTS. D(3) dopamine receptor (Homo sapiens), P35462. D3R DiscoveRx beta-arrestin cells, luminescence, 90 min. max activation, %. 410,000 tested, 0.58% active. AID 652048, 2013; in the data active = max activation above about 30%; also: 0% is about no effect; mostly tested at two doses, the higher about 12 µM
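Cells at 1500/well, incubated overnight, then treated with pinned compounds (dopamine as control) for 90 min at 37 degrees C. DiscoveRx reagent added for 30 - 60 minutes at room temperature; luminescence read.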
* marks the source's active call; other numbers are inactive results; ? = inconclusive; . = not tested or not shown; & = joins results of further samples; [ ] = remark or other dose. Unless noted, calls follow the shape of the dose curve; as a rule, active = well fitted curve in the direction sought with a large enough effect; inconclusive = small, poorly fitted or top-dose-only effect, or another doubt; inactive = no such curve, though single readings can be large; an effect the other way counts as inactive or inconclusive.

SMILES	PLK1 PBD inh	GLP1R cytotox	DRD3 antagonist	PI5P4Ka inh	GLP-1R agonist	WRN helicase inh	GLP1R inv ag	IL2 activator	D3 ag
COC(=O)[C@]12CCCCC=C1N(Cc1ccco1)C(=O)[C@H](CC(=O)N1CCSCC1)C2	1%	3%	-14	-1	2%	-2%	8%	-0.2	-1
COC(=O)c1cccc(NC(=O)CCSc2ccc(Cl)cc2)c1C	-8%	-3%	2	-5	6%	6%	?	-0.5	-7
O=C(Nc1ccc2c(c1)OCO2)c1cnc2n(c1=O)CCS2	-10%	0%	-22	.	-1%	4%	21%	-0.2	-10
O=C1C(Cl)=C(N2CCCCCC2)C(=O)N1c1ccccc1	-8%	-4%	-16	0	6%	-6%	-1%	-0.8	4
O=C(CCN1C(=O)NC2(CCCC2)C1=O)Nc1cccc(S(=O)(=O)N2CCOCC2)c1	-1%	0%	8	0	-8%	3%	-1%	-0.2	6
COc1ccc(/C=C/C(=O)Nc2ccc(S(=O)(=O)Nc3onc(C)c3C)cc2)cc1OC	-5%	4%	12	6	-1%	?	12%	-0.7	3
CCN(CC)S(=O)(=O)c1cccc(-c2nnc(SCC(N)=O)n2N)c1	?	-8%	2	0	0%	0%	16%	-1.6	-12
O=C(CSc1ccsc1[N+](=O)[O-])Nc1cc(F)ccc1F	?	-3%	5	-94*	-2%	?	8%	0.3	0
CC(C)OC(=O)C1C(=O)CC(C)(O)C(C(=O)OC(C)C)C1c1ccccc1 (stereo not given)	-2%	-11%	-3	12	2%	2%	-17%	2.0	0
CCOC(=O)CC1C(=O)NCCN1C(=O)c1cccc(C(F)(F)F)c1 (stereo not given)	-1%	8%	3	-3	-8%	3%	-6%	-0.8	5
Cc1ccc(S(=O)(=O)N(C)c2ccc(C(=O)Nc3ccccn3)cc2)cc1	-4%	6%	-4	9	-1%	-5%	?	-4.7	2
Cc1cc(C)nc(N(C#N)Cc2ccc(Br)cc2)n1	-3%	9%	-3	.	3%	-11%	0%	0.9	-6
Nn1c(SCc2ccccn2)nncc1=O	-8%	-2%[0.307 µM]	-20	1	2%	-12%	-18%[0.307 µM]	-0.4	5
CCOc1ccc(NC(=S)NC(=O)c2cncc(Br)c2)cc1	-3%	-14%	-25	8	5%	-5%	18%	-0.9	3
CCc1nnc(NC(=O)C2(C)COC(c3ccc(OC)cc3)OC2)s1 (stereo not given)	-9%	16%	1	-7	4%	-6%	3%	2.0	-6
CN(C)S(=O)(=O)c1ccc(NC(=O)C2COc3ccccc3O2)cc1 (stereo not given)	1%	0%	13	4	1%	-4%	18%	-3.2	3
Cc1nc2ccccn2c1P(=Nc1ccccc1)(N(C)C)N(C)C	-6%	6%	3	.	-1%	-2%	1%	-0.5	2
COc1cccc(-n2c(SCC#N)nnc2-c2cnccn2)c1	-12%	12%	3	7	1%	-1%	47%[activator]	0.7	-2
Cc1ccc(N=CC2=C(O)CC(C)(C)CC2=O)nc1	-2%	-10%	0	5	-11%	1%	8%	-0.1	5
CN1CCN(c2nc3c(c(=O)n(C)c(=O)n3C)n2CCSc2nc3ccccc3s2)CC1	3%	0%	13	10	6%	-9%	-6%	-2.0	3
CCCOc1ccc(C(C)=O)cc1CC(C(=O)OCC)C(=O)OCC	-3%	-20%	12	3	13%	1%	4%	-1.4	0
CC(C)CN(C(=O)COC(=O)CNC(=O)c1ccccc1)c1c(N)n(Cc2ccccc2)c(=O)[nH]c1=O	1%	-1%	1	-1	0%	8%	-1%	0.9	10
O=C1CC2(CCN(C(=O)c3c(F)cccc3Cl)CC2)Oc2ccccc21	0%	0%	1	-5	2%	-1%	?	-1.0	1
Cc1cc(NS(=O)(=O)c2ccc(NC(=O)CCCOc3ccccc3C)cc2)no1	0%	-3%	5	1	7%	-7%	13%	-2.5	9
O=C(COc1ccc([N+](=O)[O-])cc1)Nc1nnc(-c2cccnc2)s1	-13%	1%	-11	-66*	5%	-18%[57.1 µM]	11%	0.1	5
COc1ccc(-n2cnc3cc(NC(=O)c4ccco4)ccc32)cc1	-7%	-6%	10	.	21%	4%	0%	-0.7	-8
CC(=O)N(C)c1ccc(NC(=O)C(F)(F)F)cc1	-3%	-2%	7	.	10%	-9%	24%	0.0	9
CN(C)C(=O)c1cccc(-c2cccc(-c3nc(C(=O)NCc4ccccc4)cc4c3[C@@H](CCO)N(S(=O)C(C)(C)C)C4)c2)c1 (stereo not given in full)	5%	-5%	62	-3	13%	-4%	-1%	0.0	3
COc1ccc(Cc2c(O)nc(SCC(=O)c3ccc(OC)cc3)[nH]c2=O)cc1	-12%	17%	2	-28	8%	-29%[57.1 µM]	3%	1.9	-5
COc1ccc(N2CCN(S(=O)(=O)c3ccc(-c4cc(C)no4)s3)CC2)cc1	?	6%	-7	-3	-2%	1%	7%	6.3	2
CCOC(=O)c1cnc(-c2ccccc2)nc1-c1ccccc1	-11%	20%	4	16	22%	0%	?	-0.7	0
CSc1cccc(NS(=O)(=O)c2cn(C)cn2)c1	4%	9%	16	3	4%	2%	-5%	-0.3	-11
O=C(NCCN1CCOCC1)C1CCN(S(=O)(=O)N2CCCC2)CC1	-5%	-6%	7	1	-6%	-7%	-3%	0.0	2
CN(CC(=O)Nc1cccc(F)c1)C(=O)C1CC(=O)N(Cc2ccco2)C1 (stereo not given)	1%	-5%	-5	-8	-1%	6%	37%[activator]	4.0	-12
CC1NC(=O)c2cccnc2-n2c1nc1cc(F)c(F)cc1c2=O (stereo not given)	-7%	5%	20	0	-3%	-10%	25%	1.4	-1
COCCN=C1Sc2nc3ccc(C)cc3cc2CN1Cc1cccs1	-16%	5%[7.66 µM]	-1	4	17%	-13%	?	-0.9	-1
CC(=O)N1C(=O)/C(=C2\SC(=S)N(NS(=O)(=O)c3ccc(C)cc3)C2=O)c2ccccc21	17µM*	-9%	12	-1	-5%	-14%	-11%	-1.0	5
CSc1nc2cc3c(cc2n1C(=O)c1ccc(C)cc1)OCCO3	-7%	10%	42	.	-14%	0%	0%	-1.4	1
COc1ccc(OCC(=O)N(Cc2ccc(C)o2)C2CCS(=O)(=O)C2)cc1 (stereo not given)	-5%	-19%&-8%	0	18	-3%	-3%	-14%&-3%	-1.6	1&-11
CCN(CC)CCN(Cc1cc2ccc(C)c(C)c2[nH]c1=O)C(=S)NCc1ccco1	-5%	12%	-16	-6	4%	-1%	-19%	-4.1	-24

Continued; the last 3 above are carried over.
SMILES	PLK1 PBD inh	GLP1R cytotox	DRD3 antagonist	PI5P4Ka inh	GLP-1R agonist	WRN helicase inh	GLP1R inv ag	IL2 activator	D3 ag
CSc1nc2cc3c(cc2n1C(=O)c1ccc(C)cc1)OCCO3	-7%	10%	42	.	-14%	0%	0%	-1.4	1
COc1ccc(OCC(=O)N(Cc2ccc(C)o2)C2CCS(=O)(=O)C2)cc1 (stereo not given)	-5%	-19%&-8%	0	18	-3%	-3%	-14%&-3%	-1.6	1&-11
CCN(CC)CCN(Cc1cc2ccc(C)c(C)c2[nH]c1=O)C(=S)NCc1ccco1	-5%	12%	-16	-6	4%	-1%	-19%	-4.1	-24
COc1ccc(/C=N/OC/C(O)=C(\C#N)c2nc3ccccc3[nH]2)cc1	-5%	-3%	20	.	-11%	-9%	2%	-0.3	-1
COc1ccc(Nc2nc3ccccc3nc2NS(=O)(=O)c2cccs2)c(OC)c1	-16%	-11%	-101*	-9	-5%	-11%	-3%	0.0	-15
Cc1cccc(OCc2nnc(SCC(=O)N(C(C)C)C(C)C)n2Cc2ccco2)c1C	-12%	4%	16	.	16%	-19%	-5%	0.1	0
Cc1c(NC(=O)C2Cc3ccccc3CN2C(=O)c2ccco2)c(=O)n(-c2ccccc2)n1C (stereo not given)	-14%	-7%	-5	7	-10%	11%	-11%	-0.4	0
CC(=O)Oc1ccc(-c2cccc(C(=O)NCCO)c2)cc1	1%	0%	3	-12	5%	4%	16%	-0.4	3
COc1ccc(C(=O)N2CC3(CC(c4cccc(NC(=O)CC(c5ccccc5)c5ccccc5)c4)=NO3)C[C@H]2C(N)=O)cc1 (stereo not given in full)	2%	-19%	?	-2	-3%	-1%	?	0.2	-4
Cc1ccc(OCCOCCn2cnc3ccccc3c2=O)c([N+](=O)[O-])c1	-11%	2%	9	0	15%	0%	12%	-0.1	5
COc1ccc(-c2cn3cc(C)ccc3n2)cc1OC	-3%	-16%	17	.	-7%	-4%	?	-0.6	0
O=C(COC(=O)CNC(=O)c1cccc([N+](=O)[O-])c1)Nc1nc2ccccc2s1	3%	0%	0	1	-12%	-2%	6%	0.6	2
Fc1ccc(C2=CC(c3ccco3)n3nnnc3N2)cc1 (stereo not given)	-5%	-3%	12	-5	17%	-3%	2%	0.8	9
COc1ccc(C)cc1NC(=O)CCN1CCN(C/C=C/c2ccccc2)CC1	0%	-18%	-52*	4	16%	-8%	?	0.1	-15
COCCn1c(=N)c(S(=O)(=O)c2ccc(F)cc2)cc2c(=O)n3ccccc3nc21	-11%	155%[activator]	11	1	5%	0%	181%[activator]	1.3	9
CN(C)CCn1c2c(c(SCC(=O)Nc3ccc4c(c3)OCCO4)nc1=O)CCCC2	-1%	0%	4	12	-1%	-4%	-1%	-1.2	6
COCCNC(=O)/C(C#N)=C/c1c(N2CCN(c3ccc(OC)cc3)CC2)nc2c(C)cccn2c1=O	-5%	81%[activator]	30	3	22%	1%	7%	-0.2	-9
COc1cc(OC)cc(N2C(=O)N(Cc3ccc(C(C)(C)C)cc3)c3ccccc3S2(=O)=O)c1	.	-1%	.	.	1%	.	13%	.	-3

Outcome played no part in choosing rows; about 7.8% have a hit in one of these screens.
